Assay outcomes as filed in PubChem.
OXTR ag – agonists of human oxytocin receptor | P30559 | CHO-OTR cells, Fluo-8 calcium fluorescence; normalized: DMSO 0%, oxytocin 100% | activation, % at 3 µM | actives 0.32% (n = 320,000) | AID 2435;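 active means activation above the mean of all tested compounds plus 3 SD, cutoff set per screening run, cut at about 20% in these data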;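 further: peak over basal fluorescence ratio from a 100 s FLIPR kinetic read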
Target sequence (P30559 whole entry, looked up): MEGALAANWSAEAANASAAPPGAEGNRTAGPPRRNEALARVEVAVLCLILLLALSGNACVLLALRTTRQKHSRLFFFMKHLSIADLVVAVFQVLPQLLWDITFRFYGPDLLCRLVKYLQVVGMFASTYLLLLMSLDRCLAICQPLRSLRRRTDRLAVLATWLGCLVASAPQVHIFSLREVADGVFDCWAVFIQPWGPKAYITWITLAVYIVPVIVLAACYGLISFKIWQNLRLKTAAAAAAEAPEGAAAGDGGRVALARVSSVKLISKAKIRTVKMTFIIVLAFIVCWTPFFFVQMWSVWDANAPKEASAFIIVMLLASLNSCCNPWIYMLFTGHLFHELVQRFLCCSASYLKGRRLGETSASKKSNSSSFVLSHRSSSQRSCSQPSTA
OXTR potentiate – potentiators of human oxytocin receptor; CHO-OTR cells, Fluo-8 calcium fluorescence, potentiator mode; 0% = oxytocin EC15, 100% = EC100; AID 2445; activation, % at 3 µM; actives 0.061% (n = 320,000); P30559;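 active means activation above that plate's cutoff, the mean activation of tested compounds plus 3 SD, cut at about 6.6% in these data, passing the limit was not always enough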;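 further: 100% uses oxytocin at 75 nM as the full agonist control; some results filed as inactive read as strong as hits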
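Dosing: Single dose, 3.0 µM nominal final compound concentration | Material: Human OTR in CHO cells | Technique: Kinetic Fluo-8 calcium fluorescence | Benchmarks: EC15 oxytocin alone as 0%, 75 nM oxytocin as 100% | Probe or stimulus: Oxytocin at about EC15, sub-maximal agonist stimulus | Incubation: Compound 6 min at room temperature before oxytocin, 100 s read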
V1R ag counter – activates human V1a receptor in oxytocin agonist counter-screen; CHO-V1R cells, Fluo-8 calcium fluorescence, agonist mode; 0% DMSO, 100% 3 nM vasopressin; activation, % at 3 µM; actives 0.25% (n = 320,000);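 active means activation above the mean activation of all tested compounds plus 3 SD, per screening run, cut at about 20% in these data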;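 further: signal is peak over basal fluorescence ratio across a 100 second FLIPR read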
CHO parental Ca – counter-screen for OX1R antagonists: effect in parental CHO cells; parental CHO-K1, ATP-induced calcium, Fluo-8 fluorescence; inhibition, % at 5.6 µM; actives 0.63% (n = 330,000); AID 463079;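 active means inhibition above that plate's mean sample inhibition plus 3 SD, cut at about 26% in these data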;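 further: 0% = ATP-challenged DMSO wells and 100% = DMSO wells without ATP; some compounds past the cut are filed as inactive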
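test system = CHO parental line | reagent = ATP stimulus | measured by = intracellular calcium via Fluo-8 no-wash fluorescent dye | control set = ATP and no-ATP DMSO wells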
GPR7 antagonist – antagonists of human GPR7 (neuropeptides B/W receptor 1); inhibition, % at 4.4 µM; GPR7-expressing cells, fluorescence antagonist assay; actives 1.1% (n = 290,000); P48145; in the data active means inhibition above about 16%, passing the limit was not always enough;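 further: cells stimulated with the agonist NPW; 0% = agonist with vehicle and 100% = vehicle without agonist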
Target sequence (P48145 whole entry, looked up): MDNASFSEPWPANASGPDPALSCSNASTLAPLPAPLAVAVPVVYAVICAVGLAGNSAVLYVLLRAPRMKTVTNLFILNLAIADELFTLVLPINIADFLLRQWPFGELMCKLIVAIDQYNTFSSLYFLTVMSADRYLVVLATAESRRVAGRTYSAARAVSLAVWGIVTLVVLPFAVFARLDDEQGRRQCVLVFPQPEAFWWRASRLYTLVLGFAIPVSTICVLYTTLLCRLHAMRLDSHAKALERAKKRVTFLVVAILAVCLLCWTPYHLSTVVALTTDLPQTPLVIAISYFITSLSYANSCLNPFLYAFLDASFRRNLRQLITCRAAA
CHO-K1 Ca ag – nonselective activator or artifact in parental CHO-K1 cells. Fluo-8 calcium fluorescence; scaled to maximal ATP response, vehicle zero. activation, % at 3 µM. actives 0.48% (n = 360,000). AID 602248; in the data active means activation above about 15%;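 further: untransfected CHO-K1 host cells lacking M1 receptor as counterscreen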
CHO-K1 Ca antag – nonselective inhibitor or artifact in parental CHO-K1 cells | inhibition, % at 3 µM | ATP-induced calcium, Fluo-8 fluorescence | AID 602250 | actives 0.6% (n = 360,000);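 active means inhibition above a per-plate cutoff, the plate's mean sample inhibition plus 3 SD, cut at about 24% in these data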;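 further: 0% = DMSO plus EC80 ATP and 100% = DMSO alone without ATP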
CHO-K1 Ca PAM – M1 PAM counterscreen hit in parental CHO-K1 cells; actives 0.02% (n = 360,000); activation, % at 3 µM; ATP EC20, Fluo-8 calcium fluorescence; 0% at ATP EC20, 100% at ATP max; AID 602247;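 active means activation above the run cutoff, the mean activation of all test compounds plus 3 SD, cut at about 40% in these data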;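 further: peak over basal fluorescence ratio in a 140 s read after ATP addition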
TAAR1 antagonist – human TAAR1 antagonism. inhibition, % at 3 µM. AID 624466. actives 1.5% (n = 360,000). CHO RD-HGA16 TAAR1, Fluo-8 calcium fluorescence, antagonist;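 active means inhibition above a per-plate cutoff, the mean inhibition of test compounds on that plate plus 3 SD, cut at about 49% in these data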;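 further: 0% = DMSO plus EC80 beta-PEA response and 100% = DMSO alone without agonist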
Target sequence (Q96RJ0 whole entry, looked up): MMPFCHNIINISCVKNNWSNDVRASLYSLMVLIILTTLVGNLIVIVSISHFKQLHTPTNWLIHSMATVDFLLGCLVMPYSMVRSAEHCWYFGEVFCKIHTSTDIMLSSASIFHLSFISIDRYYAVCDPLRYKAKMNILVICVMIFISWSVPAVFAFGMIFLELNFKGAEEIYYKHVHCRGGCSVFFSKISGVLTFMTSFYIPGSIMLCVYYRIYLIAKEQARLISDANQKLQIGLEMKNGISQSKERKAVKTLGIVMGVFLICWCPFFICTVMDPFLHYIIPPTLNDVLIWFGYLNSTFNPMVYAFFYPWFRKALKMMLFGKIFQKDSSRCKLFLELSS
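Test system – hTAAR1-expressing CHO RD-HGA16 cells, Gα16-coupled · Reagent – β-PEA at EC80 concentration, post-compound challenge · Compound dosing – 3 µM, single point · Timing – 140 s kinetic read after compound, 140 s after agonist · Detection – Fluo-8 intracellular calcium dye fluorescence, real-time kinetic reads · Control set – DMSO and EC80 PEA controls · Repeats – n of 1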
Numbers without * were called inactive; . = no result given. Hits appear at their usual frequency. Share with any hit: about 3.5%.

entry | Compound | OXTR ag | OXTR potentiate | V1R ag counter | CHO parental Ca | GPR7 antagonist | CHO-K1 Ca ag | CHO-K1 Ca antag | CHO-K1 Ca PAM | TAAR1 antagonist
1 | CC1CCCN(C(=O)COC(=O)c2ccc[nH]c2=O)C1 (stereo unspecified) | 0.8 | -8 | 0.8 | 5 | -1 | -0.2 | -7 | 13 | 6
2 | Oc1ccc2ccccc2c1CN1CCN(c2ccccc2F)CC1 | . | . | . | . | 7 | 0.5 | -7 | 14 | -5
3 | COCC(=O)Nc1cc(=O)n(C)c(=O)n1C | 0.7 | -3 | 0.3 | 2 | -3 | 0.6 | -6 | 18 | -4
4 | Cc1cc2cc(CNC(=O)C(C)Oc3ccccc3)ccc2n1C (stereo unspecified) | 4.2 | -1 | 3.7 | -11 | -4 | 2.0 | -2 | -8 | 6
5 | COCc1nnc(NC(=O)c2ccco2)s1 | 0.1 | -5 | 0.4 | 1 | 1 | -0.3 | -2 | 9 | 12
6 | Clc1ccc(C2Nc3cccc4cccc(c34)N2)cc1Cl | -0.3 | -7 | 0.2 | -6 | 12 | 0.7 | -7 | 7 | -2
7 | COc1cc(/C=C2\S/C(=N/S(=O)(=O)c3ccccc3)NC2=O)c([N+](=O)[O-])cc1OC | 0.3 | 2 | 0.7 | -2 | -6 | 1.8 | 27* | -7 | -5
8 | COC(=O)c1nnn(CC(=O)Nc2ccc(C)c(F)c2)c1C(=O)OC | 1.0 | 0 | 0.7 | -9 | -5 | 0.3 | 9 | 5 | 11
9 | CC1(C(=O)NCc2ccccc2Br)CCN1Cc1c(F)cccc1F (stereo unspecified) | . | . | . | . | . | 0.7 | -7 | 5 | -12
10 | Cc1cc(C(=O)N/N=C2\CCCC(=O)C2)c2ccccc2n1 | 1.0 | -1 | 1.0 | -11 | 2 | 0.7 | 15 | -6 | -4
11 | Cc1ccc(-c2nnn(CC(=O)NC3CCCc4ccccc43)n2)cc1 (stereo unspecified) | -0.4 | -3 | 0.3 | 3 | -13 | 0.1 | -12 | 7 | -3
12 | Cc1cc(NC(=O)CSc2nc(=O)cc(N)n2-c2ccc(F)cc2)no1 | 0.7 | 0 | -0.6 | -9 | -19 | 0.9 | -10 | 4 | -17
13 | COC(=O)C1=C(C)NC(C)=C(C(=O)OC)C1c1cc2ccc(C)cc2[nH]c1=O | 0.5 | -9 | 0.5 | -12 | -2 | 0.3 | -5 | 17 | 3
14 | O=c1oc(-c2ccccc2NS(=O)(=O)c2ccccc2)nc2ccccc12 | 0.7 | -8 | -0.3 | 1 | 0 | 0.7 | 29* | -6 | -7
15 | Cc1ccc(OCC(=O)OCC(=O)Nc2sccc2C(N)=O)cc1C | 13 | -8 | 9.7 | 11 | -5 | 13 | 33* | -8 | 18
16 | COCCCNC(=O)C(F)(F)C(F)(F)C(=O)NCCCOC | 1.8 | 0 | 0.6 | 4 | -5 | 0.2 | -13 | 11 | -15
17 | COC(=O)C1=C(C)N(Cc2ccccc2)C(=NCc2cccc(Cl)c2)N[C@H]1c1cccc(F)c1 | 22* | -10 | 13 | 21 | . | 3.5 | 5 | 5 | .
18 | CS/C(=C\C(=O)c1ccco1)Nc1ccccc1Cl | -2.7 | 0 | -2.5 | -8 | -20 | -0.3 | -13 | 10 | -43
19 | CC1CCCN(c2ccc(/C=C(\C#N)c3nn(-c4ccccc4)c(N)c3C#N)cc2[N+](=O)[O-])C1 (stereo unspecified) | -0.5 | -10 | -0.5 | -3 | -5 | 0.2 | 0 | 5 | 8
20 | CCOc1ccc(NC(=O)CCc2nnc3ccc(N4CCC5(CC4)OCCO5)nn23)cc1 | -0.2 | 0 | 1.6 | -17 | -1 | 0.2 | -14 | 11 | -10
21 | O=C(CN(C(=O)CCC(=O)Nc1nccs1)c1ccc2c(c1)OCO2)NCC1CCCO1 (stereo unspecified) | 1.6 | -10 | 0.3 | -2 | -14 | 0.9 | -15 | 19 | 2
22 | CCCCOCCCNC(=O)CCCOc1ccccc1 | -0.8 | -4 | 0.1 | -9 | 2 | 0.4 | -13 | 8 | -4
23 | CCOc1ccc(CC(=O)Nc2sc(Cc3ccccc3)cc2C(N)=O)cc1OCC | 0.2 | -5 | -0.2 | -17 | -10 | -0.1 | -15 | 10 | -38
24 | COc1ccc(C(=O)Nc2c(F)c(F)c(F)c(F)c2F)c(OC)c1 | -1.9 | -12 | 0.6 | 18 | -12 | -0.3 | 5 | -2 | -8
25 | CCOc1ccc(N=C2NC(=O)/C(=C/C(=O)OC)S2)cc1 | -1.5 | -10 | 0.0 | -4 | 1 | -0.4 | 5 | -9 | 17

Complete entries, quoted from the list. Values in the order: OXTR ag	OXTR potentiate	V1R ag counter	CHO parental Ca	GPR7 antagonist	CHO-K1 Ca ag	CHO-K1 Ca antag	CHO-K1 Ca PAM	TAAR1 antagonist
Profile of `CC1CCCN(c2ccc(/C=C(\C#N)c3nn(-c4ccccc4)c(N)c3C#N)cc2[N+](=O)[O-])C1` (stereo unspecified) → -0.5	-10	-0.5	-3	-5	0.2	0	5	8
Profile of `CCCCOCCCNC(=O)CCCOc1ccccc1` → -0.8	-4	0.1	-9	2	0.4	-13	8	-4

Continuation.
entry | Compound | OXTR ag | OXTR potentiate | V1R ag counter | CHO parental Ca | GPR7 antagonist | CHO-K1 Ca ag | CHO-K1 Ca antag | CHO-K1 Ca PAM | TAAR1 antagonist
26 | N#Cc1ccc(NC(=O)Cn2cnc([N+](=O)[O-])c2)cc1 | -0.4 | -7 | 0.0 | 0 | -15 | -0.2 | -2 | -9 | 7
27 | CC(C)CCNC(=O)C(c1cccnc1)N(Cc1ccccc1)C(=O)Cn1nnc2ccccc21 (stereo unspecified) | -1.2 | -6 | -1.3 | -19 | 7 | 0.1 | -3 | 13 | 0
28 | CCn1c(=O)c2c(nc3n2CCCN3CCc2ccccc2)n(C)c1=O | -0.3 | -11 | 0.2 | -22 | -5 | 0.5 | -6 | 15 | -7
29 | Cc1cc(C)cc(Oc2c(C(F)(F)F)oc3cc(OCC(=O)O)ccc3c2=O)c1 | -0.2 | -13 | 1.2 | -13 | 6 | -0.4 | -1 | -7 | 4
30 | CC(=O)N1CCN(S(=O)(=O)c2cccc(C(=O)Nc3ccccc3N3CCCCC3)c2)CC1 | . | . | . | . | . | -0.4 | 2 | 1 | -46
31 | Cc1cc(C(=O)Nc2nc3c(s2)CCCC3)cs1 | -1.6 | -5 | 3.5 | -23 | -11 | 0.1 | -2 | -6 | -17
32 | CC/C(=N\NC(=S)NC(C)C)c1ccc(OC(F)F)cc1 | -2.4 | -2 | -1.3 | -2 | -32 | 0.0 | -5 | 10 | 0
33 | CCC[C@H]1CN(c2ccccc2)C(=O)[C@@H]1CC(=O)Nc1ccc(Br)cc1 | . | . | . | . | . | 0.3 | 5 | 9 | 2
34 | O=C(CNC(=O)c1ccc(Cl)cc1)OCc1nc2ccccc2s1 | -2.0 | -7 | -0.4 | -9 | 2 | 1.4 | -5 | -2 | -16
35 | COc1ccc(Cn2c(C)nc3oc4cc(OC)ccc4c(=O)c3c2=O)cc1 | . | . | . | . | -5 | 0.8 | -9 | 7 | -21
36 | N#C/C(C(=O)Oc1ccccc1)=C1\C=Cc2ccccc2N1 | -0.5 | -14 | -0.3 | -8 | 4 | 0.1 | -6 | 10 | 12
37 | COCCNc1oc(-c2ccc(Cl)cc2)nc1C#N | . | . | . | . | 12 | 0.7 | -6 | 22 | -1
38 | CC(=O)c1ccc(OCCCC(=O)Nc2cccc(S(=O)(=O)N3CCCCCC3)c2)cc1 | 4.2 | -9 | 3.3 | -12 | . | 6.5 | -20 | 23 | 26
39 | Cc1cc(C)c([N+](=O)[O-])cc1-c1ccc(/C=N/NC(=O)c2nonc2N)o1 | -1.4 | -7 | -0.6 | 3 | -5 | 1.6 | 4 | 3 | 52*
40 | CSc1ncc(Cl)c(C(=O)Nc2ccc(C)c(C)c2)n1 | -2.7 | -6 | -2.2 | -24 | 12 | -1.1 | -10 | 5 | -17
41 | COc1ccc(Sc2nc(-c3ccccc3)ncc2OC)cc1 | 0.9 | -3 | 0.6 | -8 | -10 | 0.5 | -11 | 22 | 4
42 | O=C(c1cc(-c2ccc(O)cc2)on1)N1CCN(c2ccc(F)cc2)CC1 | -0.1 | -8 | 5.0 | 14 | -11 | 5.7 | 7 | -3 | 1
43 | CCCc1ccc(-c2csc(NC(=O)Cc3cccs3)n2)cc1 | -1.6 | -12 | -0.2 | -13 | -6 | -0.1 | -5 | 10 | 16
44 | Cc1ccc2c(c1)nnn2C1CCN(CC(=O)N2CCN(c3ccc(F)cc3)CC2)CC1 | 4.5 | -9 | 7.5 | -13 | -7 | 4.9 | -6 | 13 | -20

An excerpt from above in order of count of non-hydrogen atoms, ascending:
entry | Compound | OXTR ag | OXTR potentiate | V1R ag counter | CHO parental Ca | GPR7 antagonist | CHO-K1 Ca ag | CHO-K1 Ca antag | CHO-K1 Ca PAM | TAAR1 antagonist
31 | Cc1cc(C(=O)Nc2nc3c(s2)CCCC3)cs1 | -1.6 | -5 | 3.5 | -23 | -11 | 0.1 | -2 | -6 | -17
37 | COCCNc1oc(-c2ccc(Cl)cc2)nc1C#N | . | . | . | . | 12 | 0.7 | -6 | 22 | -1
40 | CSc1ncc(Cl)c(C(=O)Nc2ccc(C)c(C)c2)n1 | -2.7 | -6 | -2.2 | -24 | 12 | -1.1 | -10 | 5 | -17
32 | CC/C(=N\NC(=S)NC(C)C)c1ccc(OC(F)F)cc1 | -2.4 | -2 | -1.3 | -2 | -32 | 0.0 | -5 | 10 | 0
43 | CCCc1ccc(-c2csc(NC(=O)Cc3cccs3)n2)cc1 | -1.6 | -12 | -0.2 | -13 | -6 | -0.1 | -5 | 10 | 16
34 | O=C(CNC(=O)c1ccc(Cl)cc1)OCc1nc2ccccc2s1 | -2.0 | -7 | -0.4 | -9 | 2 | 1.4 | -5 | -2 | -16
28 | CCn1c(=O)c2c(nc3n2CCCN3CCc2ccccc2)n(C)c1=O | -0.3 | -11 | 0.2 | -22 | -5 | 0.5 | -6 | 15 | -7
39 | Cc1cc(C)c([N+](=O)[O-])cc1-c1ccc(/C=N/NC(=O)c2nonc2N)o1 | -1.4 | -7 | -0.6 | 3 | -5 | 1.6 | 4 | 3 | 52*
35 | COc1ccc(Cn2c(C)nc3oc4cc(OC)ccc4c(=O)c3c2=O)cc1 | . | . | . | . | -5 | 0.8 | -9 | 7 | -21
30 | CC(=O)N1CCN(S(=O)(=O)c2cccc(C(=O)Nc3ccccc3N3CCCCC3)c2)CC1 | . | . | . | . | . | -0.4 | 2 | 1 | -46
27 | CC(C)CCNC(=O)C(c1cccnc1)N(Cc1ccccc1)C(=O)Cn1nnc2ccccc21 (stereo unspecified) | -1.2 | -6 | -1.3 | -19 | 7 | 0.1 | -3 | 13 | 0
